High-throughput results from PubChem.
CCHF vOTU inh – blocks the CCHF virus ovarian tumor domain protease; CCHFV vOTU protease, Pep-AMC fluorescence; inhibition, % at 11.5 µM; actives 0.55% (n = 370,000); in the data active = inhibition above about 30%; note: 0% = vehicle wells with enzyme and 100% = no enzyme wells
BoNT A protease – inhibitors of Botulinum neurotoxin A light chain protease; multiplex microsphere protease substrate cleavage, flow cytometry; inhibition, % at 10 µM; actives 0.17% (n = 360,000); note: plate controls were buffer without enzyme for full effect and enzyme alone for no effect
DUSP3 inh – DUSP3 (human) phosphatase inhibition; P51452; recombinant VHR phosphatase, pNPP absorbance; inhibition, % at 13.3 µM; actives 0.52% (n = 290,000); AID 1654; in the data active = inhibition above about 50%; note: some compounds called inactive have numbers as strong as hits
Anthrax LF inh2 – anthrax lethal factor protease inhibition. P15917. multiplex microsphere protease cleavage assay, LF. inhibition, % at 10 µM. actives 0.12% (n = 360,000); note: plate controls were buffer without enzyme for full effect and enzyme alone for no effect
PfHsp40 rescue – rescue of PfHsp40-mediated yeast toxicity. AID 504582. S. cerevisiae expressing PfHsp40, growth rescue, ATP luminescence. growth rescue, % at 12.5 µM. actives 0.68% (n = 340,000); in the data active = growth rescue above about 28%, passing the limit was not always enough;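 note: yeast W303a lacking pdr1 and pdr3 grown in galactose medium; growth measured after three days at 30 °C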
SSB-PriA inh – inhibitors of Klebsiella pneumoniae PriA binding to SSB C-terminal tail; AlphaScreen SSBct-PriA binding, biotinylated peptide; AID 1272365; actives 0.6% (n = 430,000); inhibition, % at 33 µM; in the data active = inhibition mostly above about 37%, no sharp cut-off; inactive = mostly below about 20%;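 note: plate controls were negative control peptide for no effect and reference peptide for full effect; strong numbers were not always called active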
TcdB GH inh – TcdB glycohydrolase inhibition. TcdB glycohydrolase enzymatic assay, plate reader. P18177. actives 0.24% (n = 350,000). inhibition, % at 9.99 µM. AID 652162; in the data active = inhibition above about 10%
Target sequence (P18177 whole entry, looked up): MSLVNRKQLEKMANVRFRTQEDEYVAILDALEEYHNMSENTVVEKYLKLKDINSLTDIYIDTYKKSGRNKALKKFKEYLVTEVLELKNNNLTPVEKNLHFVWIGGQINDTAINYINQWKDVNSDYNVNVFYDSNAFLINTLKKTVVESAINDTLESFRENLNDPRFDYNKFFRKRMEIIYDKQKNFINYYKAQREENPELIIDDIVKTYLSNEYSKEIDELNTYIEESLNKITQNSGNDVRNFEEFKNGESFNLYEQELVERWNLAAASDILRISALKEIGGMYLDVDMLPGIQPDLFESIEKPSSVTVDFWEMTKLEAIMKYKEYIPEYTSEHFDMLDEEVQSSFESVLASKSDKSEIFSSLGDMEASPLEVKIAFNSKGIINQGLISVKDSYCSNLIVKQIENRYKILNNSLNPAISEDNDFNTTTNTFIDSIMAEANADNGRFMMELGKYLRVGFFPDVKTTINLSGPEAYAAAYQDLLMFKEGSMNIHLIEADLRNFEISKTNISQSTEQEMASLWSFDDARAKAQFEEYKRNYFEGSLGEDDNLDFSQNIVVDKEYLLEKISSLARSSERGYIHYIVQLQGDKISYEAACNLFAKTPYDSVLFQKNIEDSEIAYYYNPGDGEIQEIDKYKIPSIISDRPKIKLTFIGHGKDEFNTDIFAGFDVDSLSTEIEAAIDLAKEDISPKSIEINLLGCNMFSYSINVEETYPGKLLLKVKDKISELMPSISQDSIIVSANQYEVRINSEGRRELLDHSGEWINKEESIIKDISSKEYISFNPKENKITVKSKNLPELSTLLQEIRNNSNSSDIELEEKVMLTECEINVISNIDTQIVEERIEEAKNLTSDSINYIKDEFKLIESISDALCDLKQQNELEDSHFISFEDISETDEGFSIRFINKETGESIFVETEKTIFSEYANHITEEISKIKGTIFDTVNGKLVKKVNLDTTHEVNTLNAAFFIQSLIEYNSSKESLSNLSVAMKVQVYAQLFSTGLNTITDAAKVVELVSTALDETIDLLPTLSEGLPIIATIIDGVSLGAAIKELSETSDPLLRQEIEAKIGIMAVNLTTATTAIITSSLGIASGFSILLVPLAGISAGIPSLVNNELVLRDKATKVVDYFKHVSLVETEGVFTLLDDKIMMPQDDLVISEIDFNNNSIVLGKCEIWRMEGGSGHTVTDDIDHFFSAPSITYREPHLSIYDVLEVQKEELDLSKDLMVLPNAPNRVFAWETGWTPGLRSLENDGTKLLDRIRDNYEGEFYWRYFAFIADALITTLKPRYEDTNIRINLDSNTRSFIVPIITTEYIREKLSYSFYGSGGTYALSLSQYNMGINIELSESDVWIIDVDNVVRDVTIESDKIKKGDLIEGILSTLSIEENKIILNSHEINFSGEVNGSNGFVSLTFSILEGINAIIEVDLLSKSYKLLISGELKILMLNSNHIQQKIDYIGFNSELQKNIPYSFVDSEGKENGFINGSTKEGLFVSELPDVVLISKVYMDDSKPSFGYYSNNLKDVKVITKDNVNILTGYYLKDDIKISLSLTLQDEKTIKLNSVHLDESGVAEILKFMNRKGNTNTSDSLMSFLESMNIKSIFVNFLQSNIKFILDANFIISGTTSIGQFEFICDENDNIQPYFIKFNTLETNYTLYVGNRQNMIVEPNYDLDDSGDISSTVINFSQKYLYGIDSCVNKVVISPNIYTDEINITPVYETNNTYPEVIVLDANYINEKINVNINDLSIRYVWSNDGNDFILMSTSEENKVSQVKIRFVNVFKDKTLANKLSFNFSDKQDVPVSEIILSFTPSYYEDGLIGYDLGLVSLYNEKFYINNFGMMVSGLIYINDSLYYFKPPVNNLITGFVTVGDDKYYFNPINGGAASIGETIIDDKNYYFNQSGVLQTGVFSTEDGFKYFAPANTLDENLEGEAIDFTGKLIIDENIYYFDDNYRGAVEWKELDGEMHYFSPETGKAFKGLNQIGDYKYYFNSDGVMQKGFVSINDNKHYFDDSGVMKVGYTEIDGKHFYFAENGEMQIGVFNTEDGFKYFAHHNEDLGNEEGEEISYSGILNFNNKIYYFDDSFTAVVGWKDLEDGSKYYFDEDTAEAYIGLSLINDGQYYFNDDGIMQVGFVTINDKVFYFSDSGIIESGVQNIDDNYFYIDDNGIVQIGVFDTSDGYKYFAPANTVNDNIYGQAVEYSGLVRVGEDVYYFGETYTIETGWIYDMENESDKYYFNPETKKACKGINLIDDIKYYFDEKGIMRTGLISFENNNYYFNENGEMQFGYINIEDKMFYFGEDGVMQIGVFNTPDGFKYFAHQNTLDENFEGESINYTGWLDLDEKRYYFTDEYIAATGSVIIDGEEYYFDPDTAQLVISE
BH1578 lux ind – quorum light induction in luxS cqsA deficient V. cholerae; actives 0.16% (n = 350,000); activation, % at 18.7 µM; AID 588436; V. cholerae BH1578 lux reporter, luminescence, 6 h; in the data active = activation mostly above about 9.7%, no sharp cut-off; note: not every result past the cut was called active; inactives centre near 0; reference of the scale not given here
Yp Topo-I inh – blocks Yersinia pestis topoisomerase I activity. AID 504884. actives 0.064% (n = 360,000). Y. pestis Topo-I cleavage product accumulation, plate reader. activity, % at 10 µM; in the data active = activity above about 50%, passing the limit was not always enough; note: inactives centre near 2
3CLpro inhibitor – SARS-CoV 3CLpro protease inhibition | actives 0.14% (n = 290,000) | inhibition, % at 6 µM | AID 1706 | recombinant SARS-CoV 3CLpro, quenched FRET peptide cleavage | P0C6X7; in the data active = inhibition above about 12%
An asterisk follows results filed as active; i = inactive; . = no result given. Cut-off read from the data, not from the text of the source, unless noted: active = inhibition above about 30%; inconclusive = no clear call, values can overlap the other calls; inactive = below that.

SMILES	CCHF vOTU inh	BoNT A protease	DUSP3 inh	Anthrax LF inh2	PfHsp40 rescue	SSB-PriA inh	TcdB GH inh	BH1578 lux ind	Yp Topo-I inh	3CLpro inhibitor
O=c1c2cc(C(F)(F)F)ccc2sn1-c1ccccc1	0	4.7	.	2	.	.	-0.6	-0.2	2	.
O=C(COC(=O)c1ccc(Cl)cc1[N+](=O)[O-])NNC(=O)c1cccs1	8	1.4	.	0	-1.7	-2	1.9	i	-11	.
CN(Cc1ccccc1)C(=O)c1cccc(NC(=O)Cc2ccc(NC(=O)C3CCCN(C(=O)c4ccccc4)C3)cc2)c1 (stereo not drawn)	4	-0.8	.	-3	0.3	3	-2.8	0.2	11	.
CC(C)(C)NC(=O)COC(=O)c1ccccc1Nc1ccc(SC(F)F)cc1	20	-0.1	3	0	1.6	-8	.	-0.1	-2	4
C/C(=N\NC(=S)NCC(C)(C)C)c1cc(F)cc(F)c1O	-5	.	14	.	-0.4	.	1.1	-0.8	-6	3
O=C(/C=C/c1ccccc1)NC(=S)Nc1ccccc1C(=O)NC1CCCCC1	11	2.5	35	1	-2.1	3	.	i	10	5
COc1cc(/C=C2\SC(=O)N(CC(=O)Nc3ccccc3F)C2=O)cc(Cl)c1O	12	.	4	.	-0.1	-5	0.8	i	0	1
CNC(=O)c1c(NC(=O)c2cccc(N3C(=O)CCC3=O)c2)sc2c1CCC2	6	0.8	6	-6	0.6	-2	0.0	-0.6	2	5
Clc1cccc(CNc2ccn3nc(-c4cccs4)cc3n2)c1	1	-0.8	.	-5	.	.	0.2	-0.3	1	.
Cc1ccc(CSc2nnc(-c3ccco3)n2N)cc1	-3	-0.3	64	-2	1.1	-2	.	-5.3	3	0
CCN(CC(=O)Nc1ccccc1C(F)(F)F)C(=O)Cc1ccccc1	3	-6.2	23	0	1.4	0	2.3	-0.3	6	1
CC1=C(C(=O)OC(C)C)C(c2ccc(Br)s2)NC(=O)N1C (stereo not drawn)	8	-0.8	25	0	0.3	-22	.	i	3	-5
CC(C)(C)n1nc2c(c1NC(=O)c1ccc(F)c(F)c1)CS(=O)(=O)C2	-8	-3.2	6	-3	-1.1	-6	0.5	-0.1	0	-2
CCOc1cc(C2c3c(n[nH]c3C)C(=O)N2c2ccc(Br)cc2)ccc1O (stereo not drawn)	6	0.1	-13	-7	-0.8	-3	.	0.3	6	2
CN1CCc2c(sc3c2C(=O)NC(c2cccs2)N3)C1 (stereo not drawn)	-27	12	18	-51	-0.4	-6	-1.5	-0.4	6	2
COCC(=O)N(C)[C@H]1C[C@H]2c3cc(-c4ccccc4)ccc3CCN2C(=O)[C@H]1[C@H](C)O	-4	-0.1	.	-2	0.5	-3	2.6	-0.5	15	.
Cn1ncc(C#N)c1/N=C/N1CCCCC1	2	-2.3	3	0	-0.7	.	.	0.5	7	2
CC(OC(=O)c1ccc2c(=O)n3c(nc2c1)CCCCC3)C(=O)Nc1ccc(Cl)cn1 (stereo not drawn)	9	-0.1	20	-1	1.1	-6	1.4	-6.7	-2	-3
O=C1OC[C@@H]2CCCN2C(=O)[C@H](CC(=O)N(CCO)Cc2ccccc2)C/C=C\C[C@H]1Cc1ccc(F)cc1	7	-0.1	.	-1	3.6	.	1.7	-2.1	11	.
Cc1ccc(NC(=O)CCS(=O)(=O)c2cc3c(cc2Cl)NC(=O)CO3)cc1	7	-1.9	1	-2	-0.5	-6	-0.1	-0.3	-2	-4
CC(=O)c1ccc(NC(=S)NC(=O)c2c(Cl)c(C)nn2C)cc1	-17	-0.9	5	1	-0.3	1	.	i	-5	1
Cc1nc2sccn2c(=O)c1S(=O)(=O)N1CCN(c2ccccc2)CC1	8	-0.8	-2	-3	1.1	-1	-0.9	i	5	1
Cn1c(C(=O)NCCCN2CCCCCC2)cc2c(=O)n(C)c3ccccc3c21	11	0.1	7	0	-0.9	5	0.5	0.0	5	-2
O=C(CNC(=O)c1ccco1)NCc1nc2ccccc2[nH]1	-5	0.1	27	1	-0.1	-9	1.1	0.4	2	1
CC(=O)Nc1sc2c(c1C(c1ccc(F)cc1)N1CCOCC1)CCCC2 (stereo not drawn)	9	-1.1	6	-5	0.2	-13	.	6.7	8	1
COC(=O)c1ccc2nc(-c3cccc(Br)c3)c(Cc3ccccc3OC)n2c1	5	4.2	.	1	.	.	0.2	.	.	.
Cc1ccc2c(c1)nnn2C1CCN(S(=O)(=O)c2ccc(C(=O)N3C(C)CCCC3C)cc2)CC1 (stereo not drawn)	1	1.8	27	-2	2.8	8	.	2.9	2	-3
COc1ccc(OCCNC(=O)CCCO)cc1	-17	.	27	.	8.3	-13	2.3	i	4	3
Cc1nc2sccn2c1P(c1c(C)nc2sccn12)c1c(C)nc2sccn12	5	1.1	26	-5	11	5	.	i	-6	-2
COc1ccc(S(=O)(=O)N2CCN(CC(=O)Nc3ccc(C)c(F)c3)CC2)cc1	3	0.3	-15	2	2.6	-2	.	i	25	1
O=C(COC(=O)c1ccc(S(=O)(=O)N2CCOCC2)cc1)NC1CCCCCCC1	3	0.1	18	-1	-0.1	0	-0.7	-0.1	22	-1
Cc1c(C)n(C)c2ccc(C(=O)NCCCN3CCN(c4ccc(F)cc4)CC3)cc12	9	-0.2	-6	-7	-1.3	37	0.7	i	21	1
O=C(NCc1ccccc1)c1noc2c1CCCC2	13	4.7	-8	5	0.0	7	.	-12	12	-2
Cc1ccc(Cl)cc1NC(=S)NCCCSC1CCCCC1	12	-2.0	4	-14	7.1	8	1.2	3.0	-2	3
CN(CCO)C(=O)C1CCN(c2ncc(C(F)(F)F)cc2Cl)CC1	-2	-1.1	-3	1	-1.0	-4	-0.5	-0.2	9	0
COc1ccc(Cn2cc(CN3CCc4onc(-c5ccccc5OC)c4C3=O)nn2)cc1	-6	-0.5	.	-10	.	.	0.8	.	.	.
Cc1ccc(S(=O)(=O)N2CCOCC2)cc1NC(=O)COC(=O)CCOc1ccc(C(C)(C)C)cc1	11	-0.7	.	1	-0.7	-5	3.4	-1.5	5	.
COc1ccc(N2C(=O)/C(=C/c3ccc([N+](=O)[O-])cc3)N=C2C)c(OC)c1	2	2.1	26	7	-2.0	21	0.5	i	-2	-1
C(=N\n1cnc2ccccc21)/c1cccnc1	0	1.2	4	-2	-0.1	.	.	6.2	-3	-1
O=[N+]([O-])c1ccc(Cl)c(S(=O)(=O)N2CCCCCC2)c1	.	-0.2	-8	1	-2.0	16	.	-0.3	0	2
COc1ccc([C@H]2CC(=O)C=C(c3cccc(OC)c3)C2)cc1	-2	0.4	.	-4	2.5	-34	0.2	i	3	.
CCCn1nc(C(=O)NNC(=O)CCOc2ccccc2OCC)c2ccccc2c1=O	10	-1.9	.	2	-0.3	0	1.8	-17	4	.
COc1ccc(/C=C2\SC(=S)N(CCC(=O)N(CCO)c3ccccc3)C2=O)cc1OC	4	2.1	.	6	0.0	-7	0.1	i	1	-5
COc1ccc(CN(C(=O)c2ccc(-c3ccccc3)[nH]2)C(C(=O)NC(C)(C)C)c2ccncc2)cc1 (stereo not drawn)	12	-0.8	-4	-9	-0.3	12	2.1	i	18	6
O=C(c1ccccc1)N(C(=O)c1ccccc1)c1ccccc1	16	0.3	.	-2	.	.	0.2	i	3	.
CCOc1cc(CNc2ccc(O)cc2)cc(Br)c1OCc1ccccc1F	.	-0.9	5	-11	0.4	2	.	-0.2	-3	2
Cc1cccc(NC(=S)NC(=O)c2ccc(Br)o2)c1C	-2	-0.6	22	-9	-0.2	-11	0.8	-0.1	0	3
O=C(CCNS(=O)(=O)c1ccc(Cl)cc1)N1CCC2(O)CCCCC2C1 (stereo not drawn)	6	0.6	10	3	-0.7	1	.	i	5	-1

Four compounds from above, ordered by SMILES length, largest number first:
SMILES	CCHF vOTU inh	BoNT A protease	DUSP3 inh	Anthrax LF inh2	PfHsp40 rescue	SSB-PriA inh	TcdB GH inh	BH1578 lux ind	Yp Topo-I inh	3CLpro inhibitor
COc1ccc(/C=C2\SC(=S)N(CCC(=O)N(CCO)c3ccccc3)C2=O)cc1OC	4	2.1	.	6	0.0	-7	0.1	i	1	-5
COc1ccc([C@H]2CC(=O)C=C(c3cccc(OC)c3)C2)cc1	-2	0.4	.	-4	2.5	-34	0.2	i	3	.
O=C(c1ccccc1)N(C(=O)c1ccccc1)c1ccccc1	16	0.3	.	-2	.	.	0.2	i	3	.
Cc1cccc(NC(=S)NC(=O)c2ccc(Br)o2)c1C	-2	-0.6	22	-9	-0.2	-11	0.8	-0.1	0	3

(continued)
SMILES	CCHF vOTU inh	BoNT A protease	DUSP3 inh	Anthrax LF inh2	PfHsp40 rescue	SSB-PriA inh	TcdB GH inh	BH1578 lux ind	Yp Topo-I inh	3CLpro inhibitor
CCOC(=O)c1cnc(SCC#N)nc1N	5	-0.2	1	-2	-1.2	-3	1.5	i	1	3
Cc1ccc(N=CC2=C(O)CC(c3ccco3)CC2=O)cc1 (stereo not drawn)	7	10	41	-1	0.7	-20	.	i	8	-2
C[C@@H]1CC[C@]2(C(=O)O)CC[C@]3(C)C(=CCC4[C@@]5(C)CC[C@H](O)[C@@](C)(C(=O)O)C5CC[C@]43C)C2[C@]1(C)O (stereo partly drawn)	-9	-0.5	.	5	-3.3	2	1.6	i	15	.
CCCCn1c(=O)c(CCC(=O)O)nc2ccccc21	-25	-0.4	18	0	-0.8	-10	-0.4	-0.5	5	3
Nc1c(Cl)ncnc1N/N=C/c1ccc2ccccc2n1	11	1.0	2	-1	503*	.	0.1	-0.3	-3	3
CC(=O)NC(=O)c1nnn(Cc2ccccc2)c1NC(C)=O	2	-1.2	10	10	0.3	-11	.	i	-5	0
O=C(Nc1cc(S(=O)(=O)N2CCOCC2)ccc1Cl)c1cc(=O)c2ccccc2o1	2	-0.4	-7	1	-0.9	-3	2.6	-0.4	1	-3
O=C(Cn1ncc2c3ccccc3n(Cc3ccc(Cl)cc3)c2c1=O)NCCCN1CCCC1=O	17	1.6	23	2	-0.1	9	0.6	i	39	4
CC(C)C(=O)Nc1nnc(NC(=S)Nc2ccccc2)s1	-6	-0.5	34	-8	-0.6	-6	1.1	i	4	7
COc1ccc(NC2=NC(=S)N(c3cccc(C)c3)C23CCCCC3)cc1	-4	0.2	-14	2	-2.4	5	.	3.2	5	4
COc1ccc(OC)c(NC(=O)C2CCCN(S(=O)(=O)c3c(C)nn(C)c3C)C2)c1 (stereo not drawn)	-5	0.1	.	-5	-0.1	1	2.1	-0.1	-3	.
CCOC(=O)C1(C)CCCN1C(=O)c1ccccc1F (stereo not drawn)	4	0.2	.	2	.	.	-0.1	-0.4	2	.
CC(C)NC(=O)c1ccccc1NC(=O)C1CC(=O)N(C(C)C)C1 (stereo not drawn)	0	-5.9	-2	-12	-0.9	-5	1.7	i	-1	3
CCOC(=O)c1cnc2cc(F)c(F)cc2c1N1CCN(C)CC1	-16	-5.7	-5	8	0.7	.	1.3	-0.5	-7	1
CCN(CC(=O)NCCCn1ccnc1)S(=O)(=O)c1ccc(C)cc1	-4	0.9	28	2	-0.5	-5	1.0	-0.4	-4	3
COc1ccc(CC(=O)N2C[C@H]3C[C@@H](C2)c2cccc(=O)n2C3)cc1	-4	0.8	29	-6	0.2	.	0.7	-0.4	0	-4
CCOCCOC(=O)c1ccc(-n2cncn2)nc1	10	0.4	15	1	-2.1	-4	.	i	5	5
COC(=O)c1cccc(NC(=O)CSc2nncn2-c2ccccn2)c1	1	-1.5	25	-3	0.1	-6	0.9	-0.4	-4	-3
Cc1ccc(-c2cc(C(=O)N/N=C/C(Br)=C/c3ccccc3)n[nH]2)o1	-3	0.6	14	-1	1.2	.	-1.1	0.7	1	5
N/C(=N\OC(=O)Cc1ccccc1)c1ccc(Br)cc1	-7	-0.2	1	-4	0.1	.	0.2	-0.3	-1	5

A portion of the library (hit frequency here may not be typical).
